hcGAS inh – inhibitors of human cGAS. Q8N884. recombinant h-cGAS, ATP depletion, Kinase-Glo luminescence. inhibition, % at 12.5 µM. hit rate 0.081% among 290,000;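 note: 0% = vehicle reaction and 100% = reaction without DNA for no activity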
Target sequence (Q8N884 whole entry, looked up): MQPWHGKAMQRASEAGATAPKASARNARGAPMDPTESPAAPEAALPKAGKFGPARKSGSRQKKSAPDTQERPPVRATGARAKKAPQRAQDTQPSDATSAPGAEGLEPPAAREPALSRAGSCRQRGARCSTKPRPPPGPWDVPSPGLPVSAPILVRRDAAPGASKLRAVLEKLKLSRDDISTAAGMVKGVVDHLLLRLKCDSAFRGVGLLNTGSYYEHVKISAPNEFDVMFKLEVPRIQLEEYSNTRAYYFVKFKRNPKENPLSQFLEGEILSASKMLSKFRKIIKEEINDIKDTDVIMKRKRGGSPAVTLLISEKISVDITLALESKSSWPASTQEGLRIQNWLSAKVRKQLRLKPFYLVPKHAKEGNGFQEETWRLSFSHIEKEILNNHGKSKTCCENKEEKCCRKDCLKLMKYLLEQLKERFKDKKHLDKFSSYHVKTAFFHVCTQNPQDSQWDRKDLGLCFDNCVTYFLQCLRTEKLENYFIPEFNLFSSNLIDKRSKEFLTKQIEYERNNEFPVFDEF
NPYLR7 ag – activates Aedes aegypti NPYLR7 receptor. HEK293T NPYLR7/Galpha15, GCaMP6s calcium fluorescence. activation, % at 10 µM. hit rate 0.15% among 270,000; in the data active = activation above about 40%;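 note: 0% = vehicle and 100% = reference agonist at the receptor; some compounds past the cut are filed as inactive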
mcGAS inh – inhibitors of mouse cGAS | Q8C6L5 | recombinant cGAS, Kinase-Glo ATP depletion luminescence | inhibition, % at 12.5 µM | hit rate 0.15% among 160,000 | AID 1259399;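 note: 0% = negative control wells and 100% = reference inhibitor with no enzyme activity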
* = called active by the depositor; . = not tested or not shown; & = joins results of further samples. Cut-off read from the data, not from the text of the source, unless noted: active = inhibition above about 40%; inactive = the rest. No enrichment for hits. About 0.27% of those tested had a hit in this group.

no.	molecule	NPYLR7 ag	mcGAS inh	hcGAS inh
1	COCCCNC(=O)C(NC(=O)c1ccccc1F)C1CCN(C(=O)COC)CC1 (stereo unspecified)	16	-7	-9
2	CC(C)c1nc(C#N)c(C#N)nc1-c1ccc2c(c1)OCCOCCOCCOCCO2	7	.	2
3	CCN(CCn1cccn1)Cc1nc(-c2cccs2)oc1C	5&-9	-7&-3	-1&-2
4	CCOc1ccccc1O[C@H](c1ccccc1)[C@H]1CNCCO1	4	-12	-11
5	Cc1ccsc1C(=O)N1CCC(Cn2cc(CN3CC[C@@H](N)C3)nn2)CC1	-2	-8	-7
6	COc1ccc(OC)c(-c2cc(N)nc3[nH]ccc23)c1	16	.	-10
7	COc1cc(C(=O)N2CCOC(COc3cccc(C(F)(F)F)c3)C2)cc(OC)c1C (stereo unspecified)	2	-5	-6
8	O=C(c1csc2c1CCCC2)N1CCN(S(=O)(=O)c2ccc(F)c(Cl)c2)CC1	2	.	-4
9	CCCCn1c(SCC(=O)c2ccc3c(c2)OCCO3)n[nH]c1=O	4	.	-3
10	CC(C(=O)N1CCCn2nc(C(=O)Nc3ccccc3)cc2C1)n1cncn1 (stereo unspecified)	4	.	-3
11	O=C(/C=C/c1cn(S(=O)(=O)c2cccc3ccccc23)c2ccccc12)N1CCC(O)(Cc2ccccc2)CC1	-13	.	-1
12	CC(C)Sc1nnc2n1CCN2c1ccc(F)cc1	6	3	3
13	Cc1nc(=S)nc(N)[nH]1	-1	1	10
14	Clc1cc(/C=N\n2cnnc2)cc(Cl)c1OCCOc1ccccc1	4	-9	-3
15	Cc1cccc(Nc2nc(C(=O)N(CCC(=O)N3CCCC3)Cc3ccco3)cs2)c1	.	-4	-4
16	COc1ccc(CN2CCCn3cccc3C2c2ccc(F)cc2)c(OC)c1 (stereo unspecified)	3	.	3
17	CCOC(=O)c1nnc2c(-c3ccccc3)c(CC)nn2c1C	-15	.	-4
18	Cn1c(=O)[nH]c(=O)c2c1nc(SCc1ccc(Cl)cc1)n2Cc1ccccc1	-4	.	-5
19	O=C(Cn1cnc2c(nnn2Cc2ccc(Cl)cc2)c1=O)NCc1ccc(F)cc1	0	.	0
20	OCCN1CCN(c2ncnc3sc4c(c23)CCCC4)CC1	0	-3	-8
21	CCc1ccc2c(c1)NC(=O)C2(C)Cc1ccc(Cl)cc1 (stereo unspecified)	0	-4	0
22	Cc1c(C(F)(F)F)cc(C(F)(F)F)c(C)c1N	18	.	-4
23	CCN(CC)C(=O)[C@@H]1C[C@H](N)CN1C(=O)Cn1c(=O)cc(C)c2ccccc21	19	.	-3
24	CC(C)Cn1c(-c2ccco2)nc2c(c(=O)c3ccccc3n2C)c1=O	2	.	4
25	COc1ccc(-n2nc(-c3ccc(OC)cc3OC)cc2C(=O)NCCc2ccc(OC)c(OC)c2)cc1	18	-4	-4
26	O=C(CS(=O)(=O)Cc1ccccc1)N(Cc1ccco1)c1nc2ccc(F)cc2s1	-8	-7	-4
27	O=C(O)C1CCN(C(=O)C2CC2)CC1	6	.	-3
28	CCOCCn1cc(C2CCN(C(=O)CCc3ccccc3)CC2)c2ccccc21	23	-8	-5
29	CCCN1C(c2ccccc2F)=NS(=O)(=O)c2cc(NC(=O)c3cccc([N+](=O)[O-])c3)ccc21	.	-5	-8
30	CCc1ccc(NC(=O)Cn2nc3ccc(SC(C)C)nn3c2=O)cc1	.	-10	-7
31	Cc1cccc(C(=O)N2CCN(c3ccc(C)c(F)c3)C(=O)C2C)c1 (stereo unspecified)	22	-7	-8
32	Cc1ccc(S(=O)(=O)Nc2ccc(Br)cn2)cc1	-1	-3	0
33	CCN(CC)CCCNC(=O)c1nnc2n(c1=O)CCN2c1ccccc1	5	-7	-13
34	C=CCn1c(=S)sc2c(=O)[nH]c(-c3ccc4c(c3)OCO4)nc21	0	.	-1
35	Cc1nc2c(c(NCC(c3cccnc3)N3CCOCC3)n1)CCNC2 (stereo unspecified)	0	.	-5
36	Cc1cc(C(=O)NCC(C)C)ccc1NC(=O)NCCn1ccnc1	8	-17	-4
37	CCCS(=O)(=O)N1CCCc2cc(NC(=O)CN3C(=O)CCC3=O)ccc21	1	.	0
38	C=c1ccccc1=c1[nH]/c(=C\c2cc(OC)c3c(c2)OCCO3)c(=O)o1	2	-8	-8
39	CCCC(O)CN(CCCOC)Cc1cccn1C (stereo unspecified)	25	38	-8
40	Cc1nc2c(c(NCCc3nccc(-c4ccccc4)n3)n1)CCNC2	-6	.	1

Looked up one by one from the entries so far (2):
no.	molecule	NPYLR7 ag	mcGAS inh	hcGAS inh
33	CCN(CC)CCCNC(=O)c1nnc2n(c1=O)CCN2c1ccccc1	5	-7	-13
36	Cc1cc(C(=O)NCC(C)C)ccc1NC(=O)NCCn1ccnc1	8	-17	-4

Going on with the list.
no.	molecule	NPYLR7 ag	mcGAS inh	hcGAS inh
41	CCC(C)N(Cc1csc(COc2ccc(Cl)cc2)n1)C(=O)c1ccco1 (stereo unspecified)	14	-5	-5
42	CCCc1ncncc1C(=O)N1CCCC(Nc2ccc3c(c2)OCCO3)C1 (stereo unspecified)	-2	.	-7
43	Cc1ccc(NC(=O)C2(C)CCN2Cc2ccc3c(c2)OCCO3)cc1O (stereo unspecified)	9	.	-12
44	CCC(C)NC(=S)NC(=O)c1ccco1 (stereo unspecified)	19	.	-3
45	COc1ccc(OC)c(NC(=O)CSc2nc3[nH]ncc3c(=O)[nH]2)c1	-1	.	2
46	CCCCNC(CC(=O)Nc1ccc2ccccc2c1)C(=O)O (stereo unspecified)	7	0	4
47	Cc1cccc(CNC(=O)C2(N(C)CCc3ccccc3)Cc3ccccc3C2)n1	2	-12	0
48	Cc1nc(NC(=O)COC(=O)C2=NNC(=O)CC2)c(Cl)cc1Cl	-1	-6	-7
49	C=CCn1c(SCC(=O)OC(C)(C)C)nnc1-c1cc(OC)cc(OC)c1	.	-3	0
50	Cc1noc(C)c1CN1CCN2C=C(C(=O)N3CCN(C)CC3)OC2=NC1=O	1	.	-12
51	CCNc1ccnc(-c2ccc(OC)nc2)n1	5	.	-1
52	C=CCNCC#CCOc1c(C)cccc1C	-9	.	-9
53	Cc1ccc(S(=O)(=O)N2CCN(C(=O)CSc3nc4ccccc4c(=O)[nH]3)CC2)c(C)c1	-2	.	-2
54	C/C(=C/C(=O)NCCc1ccccc1F)CCc1ccccc1	-13	.	-4
55	CCOc1ccc(C2c3cccn3CCN2C(=O)NC2CCCCC2)cc1 (stereo unspecified)	3	.	8
56	CCOc1cc(C)c(C)cc1S(=O)(=O)n1cc(C)nc1CC	9	.	-5
57	CC(=O)NC1C(=O)N(CCCOc2cccc3ccccc23)c2c(C)cc(C)cc21 (stereo unspecified)	11	-8	-11
58	Cc1cc(C)cc(-n2nnc(C(=O)OCc3cccc(F)c3)c2C)c1	-1	-8	-5
59	CCc1nc2ccc(C(=O)NCCCn3ccnc3)cn2c1N(CC)Cc1cccc(Br)c1	15	-3	-5
60	CN(C)CCCNC(=O)c1c(O)nc2ccccn2c1=O	-2	-8	-8
61	CCOC(=O)c1nn(-c2ccccc2)c(=O)cc1NC(=O)c1ccc(OCC)cc1	.	-7	-3
62	O=c1c(Cl)c(N2CCN(c3ccc(F)cc3)CC2)cnn1-c1ccccc1	2	-7	0
63	CCN(CC1CCOCC1)C(=O)CCn1c(C)cc(C)nc1=O	12	-18	-3
64	COc1ccc(Cl)cc1NS(=O)(=O)c1ccc(Cl)cc1	1	-6	-2
65	Cc1ccccc1Cn1cccc1CN(CCC(C)C)Cc1cccc(C#N)c1	30	-5	-6
66	Cc1cccc(-c2ccc(NC(=O)C3CCN(Cc4nccs4)CC3)cc2)c1	-1	.	6
67	Cc1csc2nc(CN3CCN(CC(=O)N(C)C)CC3)cc(=O)n12	8	.	-5
68	COc1ccc(C(=O)N2CCSC23CCN(C(=O)Nc2ccc(F)cc2F)CC3)cc1	.	-5	-11
69	Cc1ccc(-c2noc(-c3ccccc3Cl)n2)cc1	-7	2	-4
70	COC(=O)C1=C(C)N(C)C(C)=C(C(=O)OC)C1c1ccc(C)s1	-1	-5	-6

Record cards, from the list above:
`Cc1cccc(C(=O)N2CCN(c3ccc(C)c(F)c3)C(=O)C2C)c1` (stereo unspecified) across the screens: NPYLR7 ag = 22; mcGAS inh = -7; hcGAS inh = -8
`CCCCNC(CC(=O)Nc1ccc2ccccc2c1)C(=O)O` (stereo unspecified) across the screens: NPYLR7 ag = 7; mcGAS inh = 0; hcGAS inh = 4
`CC(C)Cn1c(-c2ccco2)nc2c(c(=O)c3ccccc3n2C)c1=O` across the screens: NPYLR7 ag = 2; mcGAS inh = .; hcGAS inh = 4

Next structures follow.
no.	molecule	NPYLR7 ag	mcGAS inh	hcGAS inh
71	COC(=O)C1C(c2ccc(Br)cc2)Nc2nnc(C(F)(F)F)n2C1(C)O (stereo unspecified)	3	.	-7
72	CCc1nc2ccc(C(=O)Nc3cccc(NS(C)(=O)=O)c3)cn2c1N(CCN(C)C)CC1CC1	-5	-2	-7
73	COCCN(CC(=O)N(CCc1c[nH]c2ccccc12)Cc1ccc(OC)c(OC)c1)C(=O)C(C)(C)CCl	10	-4	1
74	O=C(O)c1cccc(CSc2nc(-c3ccccc3)cc(N3CCN(Cc4ccccc4)CC3)n2)c1	-9	1	-1
75	O=C(NCCc1nc2ccccc2[nH]1)C1CCC(=O)N(CCc2cccc(F)c2)C1 (stereo unspecified)	1	-10	-6
76	CCOc1ccccc1NC(=O)N1CCN(c2nc(CCc3ccccc3)nc3sc(C)c(C)c23)CC1	-2	-2	-1
77	O=C(COC(=O)C=Cc1ccco1)COC(=O)C=Cc1ccco1	-15	.	16
78	O=S(=O)(Nc1ncccn1)c1ccc(NC(=S)Nc2ccc(F)cc2)cc1	0	.	-9
79	COC(=O)CC(=O)N1CCN(c2nccc(-c3ccc(Oc4ccccc4)cc3)n2)CC1	5	-9	-8
80	COc1ccccc1NC(=O)c1ccc(C)c(S(=O)(=O)Nc2ccccc2OC)c1	-21	-1	3
81	CCOC(=O)c1cc(-c2cccc(NC(=O)[C@@H]3C[C@H]3c3ccccc3)c2)n(-c2cccc(F)c2)n1	21	-6	-2
82	O=C1CC2(CCN(C(=O)c3ccccc3OCc3ccc(Cl)cc3)CC2)N1	7	.	-4
83	O=C(Cn1c(=O)oc2ccc(Cl)cc21)NCc1ccccc1Cl	2	.	1
84	Cc1ccc(S(=O)(=O)N(Cc2nccn2Cc2ccccc2C)C2CCCCC2)cc1	6	-8	-7
85	Nc1ncnc(Oc2ccccc2)c1[N+](=O)[O-]	-1	0	-1
86	O=C(Cn1nnnc1CN1CCOCC1)NCc1cnn(Cc2ccccc2)c1	-5	-4	-6
87	O=C(NC(Cc1ccccc1)c1ccccc1)c1csc(CSc2nnc(-c3ccncc3)n2-c2ccccc2Cl)n1 (stereo unspecified)	-9	1	0
88	CC(Sc1nnc(N)s1)C(C)c1nc2ccccc2s1 (stereo unspecified)	8	-15	-8
89	O=C(NC1CCN(C(=O)c2ccncc2)CC1)C1CC2(CCNCC2)CN1 (stereo unspecified)	7	.	-8
90	CCN1C(=O)N(CO)C2C1N(C)C(=O)N2C (stereo unspecified)	9	-2	3
91	CCC(CC)C(=O)Nc1nnc(SCC(=O)Nc2cc(C(F)(F)F)ccc2Cl)s1	-1	-4	-6
92	CCCC(=O)N=c1sc2cc(Cl)cc(C)c2n1C	22	-5	-1
93	CCCOc1ccc(Oc2nc(NCC)cc(NC(C)(C)C)n2)nn1	0	.	-6
94	Cc1nnc(SCC(=O)N2Cc3cnc(C(C)(C)C)nc3C2)s1	-1	.	-7
95	COc1ccc2c3c1C(C(N)=O)N(Cc1ccccc1)CC3=CC(C)(C)CO2 (stereo unspecified)	4	-5	-2
96	COc1cccc(C(=O)Nc2c(C)nc3c(C)cccn3c2=O)c1	3	.	-14
97	O=C1N=c2ccccc2=C1c1sc(=S)n(-c2ccc(O)cc2)c1O	1	.	-1
98	CCOC(=O)[C@@H]1[C@@H](OC)C(=O)N(C)C12CCN(S(=O)(=O)c1cccs1)CC2	28	-5	-6
99	COc1cc(C2c3c(n[nH]c3-c3ccccc3)OC(=N)C2C#N)ccc1O (stereo unspecified)	-2	.	-6
100	COc1ccccc1C1SCC(=O)N1CC(O)c1ccccc1 (stereo unspecified)	0	-6	-2
101	COc1ccc(C(=O)N(CCCN2CCOCC2)CC(=O)N(Cc2ccccc2)Cc2ccc(C)o2)c(OC)c1	1	-6	-1
102	CCOC1CC(NC(=O)C2CCOC2)C1(CC)CC (stereo unspecified)	4	.	-8
103	CCc1sc(C(=O)NNC(=O)CCN2CCSC2=O)cc1C	0	.	-1
104	Cn1cc(C(CC(=O)NCCc2ccccc2)c2ccc(Cl)cc2)c2ccccc21 (stereo unspecified)	.	-5	-4
105	COc1cc(C(=O)NCC(=O)N2CCCC2c2nc3ccccc3[nH]2)cc(OC)c1OC (stereo unspecified)	15	.	-10
106	Fc1ccc(C2CCCN2Cc2nc(-c3ccc4c(c3)OCO4)no2)cc1 (stereo unspecified)	4	.	-1
107	CCn1cc(CN2CCC(C(=O)Nc3ccc(Oc4ccccc4)nc3)CC2)cn1	-4	-3	-10
108	CN1CCC(N2CCN(Cc3cccc(OC4CCCC4)c3)CC2CCO)CC1 (stereo unspecified)	2	-7	0
109	CC(=O)NCCC1CCCCN1Cc1nc(C2(c3ccc(C)cc3)CCCC2)no1 (stereo unspecified)	6&2	.	-1&-9
110	CC(C)c1nccn1C(C)C(=O)NCc1scnc1-c1ccccc1 (stereo unspecified)	13	.	0
111	CCC(C)C1N=C2c3ccccc3N=C(SCc3cc(=O)n4cc(Br)ccc4n3)N2C1=O (stereo unspecified)	7	.	-6
112	CNS(=O)(=O)c1ccc(C(=O)N2CCc3ccccc32)o1	-5	-8	-8
